Chronic BCR inh: qHTS Assay to Find Inhibitors of Chronic Active B-Cell Receptor Signaling. ABC-DLBCL IkBa-CBG/CBR reporter, luminescence ratio, 4 h. Potency, µM (series often up to 46.1 µM), inactives show at the top dose ratio change, negative = lower green/red ratio, usual class: inhibitors. actives 0.05% (n = 340,000). AID 493014, 2011; active = well fitted inhibition curve with a large enough effect in the signal ratio, with a control signal flat, not every such curve was filed as active; inconclusive = small, poorly fitted or top-dose-only effect, or effect the other way, or a change in a side signal; the % refers to the signal ratio;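 note: potency is the fitted concentration of half-maximal effect; plate controls were basal doxycycline-induced cells for no effect and cells given 10 µM MG132 for full effect; MG132 reads +100%, hits lower the ratio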
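Cell line TMD8 (human ABC DLBCL), stably expressing tet-inducible CBG68-IkBa fusion and CBR; IMDM/0.5% FBS; cpd up to 46 uM; dox induction, 4 h, 37C/5% CO2; dual luminescence; green/red ratio; MG132 control.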
GALK inhibitor: qHTS Assay for Inhibitors of Human Galactokinase (GALK); P51570; Purified GALK, Kinase-Glo residual ATP luminescence; Potency, µM (doses to about 57.5 µM), without a hit: top-dose activity change, negative = inhibition, actives largely listed as inhibitors; actives 0.007% (n = 270,000); note: potency is the fitted concentration of half-maximal effect; % is set by controls: 0 for no effect and ±100 for the full control effect
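ATP-depletion format; final 35 uM ATP, 100 uM D-galactose, 5 nM enzyme; pH 8.0 HEPES/Mg2+ buffer; 60 min RT; luminescence read 10 min after detection reagent.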
TCR activator: Activators of T cell receptors: qHTS campaign | primary human leukocytes, anti-CD3, IL-2 HTRF, 48 h | Potency, µM (titrated, usually from 9.22 µM), for the others: at the top dose activation of IL-2 secretion, usual class: activators | 330,000 tested, under 10 active | AID 504894, 2011; note: % of control where 0% means no effect
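TCR engagement came from a-CD3 beads alone, with compounds added to primary human leukocytes for 48 hr. Secreted IL-2 bridged europium cryptate- and d2-labelled anti-IL-2 antibodies, giving FRET emission at 665nm after 320nm excitation.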
TSHR antagonist: Antagonists of the Thyroid Stimulating Hormone Receptor: HTS campaign; activity change, negative = inhibition, % at 11.5 µM; actives 0.2% (n = 330,000); Thyrotropin receptor (Homo sapiens), P16473; TSHR-expressing cells, TSH-stimulated cAMP HTRF, 2 h; active compounds read low;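 active = activity change below a set negative limit, meaning inhibition stronger than a set level, cut at about -70% in these data; inconclusive = activity change between two set negative limits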; note: % is set by controls: 0 for no effect and ±100 for the full control effect
Target sequence (P16473 whole entry, looked up): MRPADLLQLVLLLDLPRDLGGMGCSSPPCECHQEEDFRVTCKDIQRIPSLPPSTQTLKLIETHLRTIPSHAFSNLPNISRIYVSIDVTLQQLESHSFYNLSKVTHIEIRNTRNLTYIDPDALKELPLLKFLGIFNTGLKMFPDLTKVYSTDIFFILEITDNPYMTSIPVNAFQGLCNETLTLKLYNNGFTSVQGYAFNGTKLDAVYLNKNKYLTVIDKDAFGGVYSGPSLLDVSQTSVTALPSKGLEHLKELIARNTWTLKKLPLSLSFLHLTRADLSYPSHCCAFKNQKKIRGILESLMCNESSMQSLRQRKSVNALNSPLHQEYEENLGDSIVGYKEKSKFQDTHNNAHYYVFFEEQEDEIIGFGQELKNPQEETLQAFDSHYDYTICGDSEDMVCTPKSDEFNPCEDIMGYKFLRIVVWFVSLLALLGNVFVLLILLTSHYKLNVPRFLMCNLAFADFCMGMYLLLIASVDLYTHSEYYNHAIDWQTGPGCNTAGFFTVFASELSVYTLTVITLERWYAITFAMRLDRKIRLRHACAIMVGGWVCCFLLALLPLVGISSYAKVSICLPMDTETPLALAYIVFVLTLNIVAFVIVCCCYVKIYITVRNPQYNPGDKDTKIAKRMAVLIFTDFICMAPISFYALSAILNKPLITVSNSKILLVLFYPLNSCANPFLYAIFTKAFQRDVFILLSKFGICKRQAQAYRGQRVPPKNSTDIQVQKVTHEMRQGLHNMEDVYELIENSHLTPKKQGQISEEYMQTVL
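Antagonism was scored as loss of TSH-driven cAMP in TSHR cells, stimulated with 4nM TSH (EC80) for 2 hours at 37 deg C and detected by homogeneous HTRF competition immunoassay.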
KCNH2 WT inh: qHTS for Inhibitors of KCHN2 3.1: Wildtype qHTS | Voltage-gated inwardly rectifying potassium channel KCNH2 (Homo sapiens), Q12809 | U2OS, BacMam KCNH2, thallium flux FluxOr; active compounds read low | activity change, % at 1.84 µM | actives 0.37% (n = 340,000) | AID 720551, 2013;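 active = maximum activity change below -70%; inconclusive = maximum activity change between -70% and -50%; inactive = maximum activity change above -50%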; note: % is set by controls: 0 for no effect and ±100 for the full control effect
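U2OS cells were transduced with wild-type KCNH2 virus (2.03 x 10^8 / mL) for 4 h at room temperature, then cultured overnight at 37 C. Thallium flux was read with FluxOr dye. Rate constants were normalized to DMSO controls.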
CXXC DNA block: qHTS Fluorescence Polarization Assay for Inhibitors of MLL CXXC domain - DNA interaction. Histone-lysine N-methyltransferase 2A (Homo sapiens), Q03164. MLL-CXXC / FITC-HOXA9 DNA fluorescence polarization. Potency, µM (top dose mostly 115 µM), for the others: at the highest dose activity change, negative = inhibition, usual class: inhibitors. actives 0.037% (n = 290,000). AID 2662, 2010; active = well fitted inhibition curve with a large enough effect in the polarisation, with a control signal flat, not every such curve was filed as active; inconclusive = small, poorly fitted or top-dose-only effect, or effect the other way, or a change in a side signal; inactive = no such curve, though single readings can be large or run the other way; the % refers to the polarisation; note: potency is the fitted concentration of half-maximal effect
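Fluorescence polarization: 7 uM MLL-CXXC (stock) preincubated 5 min with compounds, then 50 nM fluorescein-HOX-A9 DNA (stock) added; 30 min ambient. Buffer 50 mM Tris-HCl pH 7.5, 50 mM NaCl, 1 mM DTT, 0.05% BSA.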
Coupling enz: qHTS Assay for Inhibitors of Fructose-1,6-bisphosphate Aldolase from Giardia Lamblia: Coupling assay counterscreen | actives 0.67% (n = 290,000) | coupling enzyme system counterscreen, AmpLite Red fluorescence | activity change, negative = inhibition, % at 58.2 µM, hits read low; in the data active = activity change below about -30%; note: % is set by controls: 0 for no effect and ±100 for the full control effect
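Counterscreen of the coupled detection system alone, without aldolase: glyceraldehyde-3-phosphate coupling enzymes plus AmpLite Red readout. Compounds at 57.5 uM final, 10 min RT preincubation, 20 min RT reaction, fluorescence 525/598 nm.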
Tb PFK block: qHTS Assay to Find Inhibitors of T. brucei phosphofructokinase | T. brucei PFK, ADP-Glo luminescence | Potency, µM (series often up to 57.5 µM), for inactives: at the highest dose activity, negative = inhibition, actives largely listed as inhibitors | actives 0.17% (n = 330,000) | AID 485367, 2010;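 note: potency is the fitted concentration of half-maximal effect; 0% = uninhibited 1x PFK enzyme wells and -100% = no-enzyme wells; nearly all actives have a fitted effect of over 60% in size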
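In TEA buffer at pH 8.0 with 5 mM MgCl2, enzyme (1.25 nM) converted F6P (0.5 mM) and ATP (0.1 mM) for 45 min at room temperature. ADP product was read by luciferase luminescence.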
AT treatment: qHTS Assay for Identifying a Potential Treatment of Ataxia-Telangiectasia. […] A-T fibroblasts, KAP-1 phosphorylation AlphaLISA; neocarzinostatin DNA damage 30 min before lysis. Potency, µM (top dose mostly 57.5 µM), for the others: at the highest dose activation, most hits filed as activators. actives 0.19% (n = 320,000). AID 485349, 2010; note: potency is the fitted concentration of half-maximal effect; % of control where 0% means no effect; nearly all actives have a fitted effect of over 45% in size
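ATM-like activity read as KAP-1 phosphorylation via AlphaLISA donor/acceptor antibody pairs after lysis and 6 hr at 25C. Cells were ATM-null patient fibroblasts ([…], hTERT), dosed 60 min, then exposed to the DSB inducer NCS for 30 min.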
Giardia killer: Small Molecules that selectively kill Giardia lamblia: qHTS; activity change, % at 7.66 µM, hits read low; AID 540267, 2011; Giardia lamblia trophozoite viability; actives 0.15% (n = 340,000); in the data active = activity change below about -80%; inconclusive = between about -30% and that limit;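 note: parasites exposed to compound for two days anaerobically before the ATP read; % is set by controls: 0 for no effect and ±100 for the full control effect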
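Luminescence from cellular ATP indicates surviving trophozoites (100 cells/well) following 48 hrs anaerobic compound treatment at 37 deg C; signal develops 15-30 min at room temperature.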
Active calls of the source: *; [ ] = dose if it differs, or a comment. Unless noted, calls come from the whole dose curve; as a rule, active = well fitted curve in the direction sought with a large enough effect; inconclusive = small, poorly fitted or top-dose-only effect, or another doubt; inactive = no such curve, though single readings can be large; an effect the other way counts as inactive or inconclusive.

For CCN(CC)CCn1c2ccccc2c2nc3ccccc3nc21 the results were Chronic BCR inh inconclusive, TCR activator 1%, TSHR antagonist 0, KCNH2 WT inh 3, CXXC DNA block 7%, Coupling enz 1, Tb PFK block -3%, AT treatment 1% and Giardia killer -7.
Cn1cccc1C(=O)C(=O)Nc1cc(Cl)cc(Cl)c1 was read as Chronic BCR inh -10%, GALK inhibitor 4%, TCR activator -2%, TSHR antagonist -35, KCNH2 WT inh -9, CXXC DNA block 1%, Coupling enz -1, Tb PFK block 5%, AT treatment 0% and Giardia killer -4.
CNC(=O)c1sc(-c2cccs2)nc1C was read as Chronic BCR inh inconclusive, GALK inhibitor 1%, TCR activator 1%, TSHR antagonist -3, KCNH2 WT inh 1, CXXC DNA block 1%, Coupling enz 0, Tb PFK block -3%, AT treatment 5% and Giardia killer -24.
C=CCn1c(C)cc(C(=O)CN2C(=O)NC3(CCCc4ccccc43)C2=O)c1C (configuration not stated) was read as Chronic BCR inh -11%, GALK inhibitor 2%, TCR activator -1%, TSHR antagonist -2, KCNH2 WT inh -1, CXXC DNA block -9%, Coupling enz 1, Tb PFK block -2% and Giardia killer 1.
Screening CCOc1ccc(-c2nc(CCl)cs2)cc1 returned Chronic BCR inh 0%, GALK inhibitor 8%, TCR activator -4%, TSHR antagonist 4, KCNH2 WT inh 2, CXXC DNA block -15%, Coupling enz 3, Tb PFK block -1%, AT treatment 6% and Giardia killer 37[activator].
`CCC(=O)N1CCCc2cc(S(=O)(=O)N3CCN(c4ccccc4F)CC3)ccc21` gave Chronic BCR inh inconclusive, GALK inhibitor 0%, TCR activator -7%, TSHR antagonist -24, KCNH2 WT inh 11, CXXC DNA block 2%, Coupling enz 10, Tb PFK block -4%, AT treatment 3% and Giardia killer 1.
For CC(=O)N[C@H]1C(O)O[C@H](CO)[C@@H](O)[C@@H]1O (some centres not stated) the results were Chronic BCR inh 1%, TCR activator -3%, TSHR antagonist -3, KCNH2 WT inh -3, Tb PFK block -5%, AT treatment -8% and Giardia killer -13.
CC(C)(C)C(=O)Oc1cccc(Nc2ncnc3ccccc23)c1 was read as Chronic BCR inh inconclusive, GALK inhibitor 6%, TCR activator -5%, TSHR antagonist -24, KCNH2 WT inh 4, CXXC DNA block -4%, Coupling enz -1, Tb PFK block -2%, AT treatment -10% and Giardia killer 14.
Screening CC(=O)Oc1ccc(-c2csc(Nc3cccnc3)n2)cc1 returned Chronic BCR inh -3%, GALK inhibitor -1%, TCR activator 6%, TSHR antagonist 1, KCNH2 WT inh -3, CXXC DNA block 5%, Coupling enz 2, Tb PFK block 8%, AT treatment 5% and Giardia killer -11.
Screening COc1ccc(CCNS(=O)(=O)c2cc3c4c(c2)C(C)C(=O)N4CCC3)cc1OC (configuration not stated) returned Chronic BCR inh inconclusive, GALK inhibitor 7%, TCR activator 5%, TSHR antagonist -3, KCNH2 WT inh 0, CXXC DNA block 14%, Tb PFK block -2%, AT treatment 2% and Giardia killer 1.
Screening COc1cccc(CN2CCNC(=O)C2CC(=O)NC2CCOCC2)c1OC (configuration not stated) returned Chronic BCR inh 1%, GALK inhibitor -7%, TCR activator -2%, TSHR antagonist -9, KCNH2 WT inh -13, CXXC DNA block 20%, Tb PFK block 1%, AT treatment 14% and Giardia killer -23.
For COc1cc2c(cc1NC(=O)c1cccnc1)CCCC2 the results were Chronic BCR inh 8%, GALK inhibitor 0%, TCR activator 0%, TSHR antagonist 0, KCNH2 WT inh 8, CXXC DNA block -1%, Coupling enz -1, Tb PFK block 5%, AT treatment 2% and Giardia killer 4.
For Cc1noc(C)c1S(=O)(=O)N(C)C[C@H]1Oc2ccc(NC(=O)C3CC3)cc2C(=O)N([C@H](C)CO)C[C@@H]1C the results were Chronic BCR inh -1%, TCR activator 1%, TSHR antagonist 4, KCNH2 WT inh 0, Tb PFK block 8%, AT treatment 3% and Giardia killer -20.
For CC1CCCCC12NC(=O)N(CC(=O)NCCc1c[nH]c3ccccc13)C2=O (configuration not stated) the results were Chronic BCR inh -1%, TCR activator -6%, TSHR antagonist -19, KCNH2 WT inh 6, Tb PFK block -2%, AT treatment -1% and Giardia killer 6.
`COc1ccc(S(=O)(=O)N(Cc2cccnc2)Cc2cc3ccccc3[nH]c2=O)cc1` gave Chronic BCR inh 2%, GALK inhibitor -4%, TCR activator 5%, TSHR antagonist -15, KCNH2 WT inh 28, CXXC DNA block -1%, Tb PFK block -11%, AT treatment 0% and Giardia killer -15.
For O=C(NC1CCCC1)[C@@H]1CSC2c3ccccc3C(=O)N21 (some centres not stated) the results were Chronic BCR inh 1%, GALK inhibitor -2%, TCR activator 1%, TSHR antagonist 4, KCNH2 WT inh -6, CXXC DNA block 1%, Tb PFK block 3%, AT treatment 2% and Giardia killer 11.
For CCOC(=O)C1=C(C)NC(SCC(=O)O)=C(C#N)C1c1ccco1 (configuration not stated) the results were Chronic BCR inh 6%, GALK inhibitor 1%, TCR activator 5%, TSHR antagonist -1, KCNH2 WT inh -36, CXXC DNA block 8%, Coupling enz 16, Tb PFK block 3%, AT treatment 0% and Giardia killer -14.
For COCCN(CCOC)S(=O)(=O)c1ccc(C(=O)Nc2c(C)n(C)n(-c3ccccc3)c2=O)cc1 the results were Chronic BCR inh -4%, GALK inhibitor 9%, TCR activator 0%, TSHR antagonist 7, KCNH2 WT inh 3, CXXC DNA block 12%, Coupling enz 0, Tb PFK block 5%, AT treatment -5% and Giardia killer -4.
Screening CSc1ccccc1C(=O)C1CCCN(C(=O)NC(C)C)C1 (configuration not stated) returned Chronic BCR inh 7%, GALK inhibitor 0%, TCR activator -2%, TSHR antagonist 26, KCNH2 WT inh 33, CXXC DNA block 4%, Coupling enz 0, Tb PFK block 0%, AT treatment 2% and Giardia killer 3.
`C=C1CCC2[C@](C)(CO[C@@H]3O[C@H](CO)[C@@H](O)[C@H](O)[C@H]3O)CCC[C@@]2(C)[C@@H]1CCC1=CCOC1=O` (some centres not stated) gave Chronic BCR inh -2%, TCR activator -3%, TSHR antagonist 10, KCNH2 WT inh -13, Tb PFK block 2%, AT treatment 6% and Giardia killer -16.

Filtered by structure, the entries above with a halogen
Cn1cccc1C(=O)C(=O)Nc1cc(Cl)cc(Cl)c1 was read as Chronic BCR inh -10%, GALK inhibitor 4%, TCR activator -2%, TSHR antagonist -35, KCNH2 WT inh -9, CXXC DNA block 1%, Coupling enz -1, Tb PFK block 5%, AT treatment 0% and Giardia killer -4.
Screening CCOc1ccc(-c2nc(CCl)cs2)cc1 returned Chronic BCR inh 0%, GALK inhibitor 8%, TCR activator -4%, TSHR antagonist 4, KCNH2 WT inh 2, CXXC DNA block -15%, Coupling enz 3, Tb PFK block -1%, AT treatment 6% and Giardia killer 37[activator].
`CCC(=O)N1CCCc2cc(S(=O)(=O)N3CCN(c4ccccc4F)CC3)ccc21` gave Chronic BCR inh inconclusive, GALK inhibitor 0%, TCR activator -7%, TSHR antagonist -24, KCNH2 WT inh 11, CXXC DNA block 2%, Coupling enz 10, Tb PFK block -4%, AT treatment 3% and Giardia killer 1.

Compound activity as filed in PubChem.

Outcome played no part in choosing rows; overall some 1.6% were active at least once.
